# HKDC1 inhibitor: inhibitors of human hexokinase HKDC1 | recombinant HKDC1, G6PDH/diaphorase resazurin coupled fluorescence | 340,000 tested, 0.16% active | inhibition, % at 20 µM | AID 493160;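 active = inhibition above about 35% when tested at 20 µM, limit read from the data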;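 also: plate controls were DMSO wells with enzyme for no effect and DMSO wells lacking enzyme for full effect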
#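 Assay system – recombinant HKDC1 (HK5) hexokinase enzyme, produced in-house · Input – HKDC1 at 5 µg/mL · Reagent – glucose plus 1 mM ATP as hexokinase substrates · Timing – 90 min reaction incubation at room temperature, dark · Measured by – G6PDH/diaphorase-coupled fluorescence, 1 mM NADP, 100 µM resazurin, 525/613 nm · Benchmarks – DMSO-enzyme wells negative, buffer-substituted wells positive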
# beta cell repl: MIN6 beta-cell proliferation induction. MIN6 cells proliferation, ATPlite luminescence, 48 h; cells starved in 0.2% serum; 100% = growth in 10% serum. proliferation, % at 10 µM. 330,000 tested, 0.29% active;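 active = compounds whose signal lies at least 3.5 SD above the mean of all wells on their plate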;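 also: 0% = DMSO-treated cells in low-serum medium and 100% = 10% serum control; some compounds called inactive have numbers as strong as hits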
# PfG6PD inh: PfG6PD (Plasmodium falciparum) enzyme inhibition; PfGluPho enzyme, NADPH resazurin-diaphorase fluorescence; inhibition, % at 20 µM; 350,000 tested, 0.78% active; AID 504690;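 active = inhibition reaching at least a set limit at 20 µM in the primary screen, cut at about 59% in these data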;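 also: 0% = DMSO wells with substrate and 100% = DMSO wells lacking glucose-6-phosphate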
# SENP8 block-1: inhibitors of human SENP8 protease; Q96LD8; purified SENP8, Z-RLRGG-aminoluciferin cleavage, luminescence; inhibition, % at 10 µM; 330,000 tested, 1.2% active; AID 2540; in the data active = inhibition above about 50%
# Target sequence (Q96LD8 whole entry, looked up): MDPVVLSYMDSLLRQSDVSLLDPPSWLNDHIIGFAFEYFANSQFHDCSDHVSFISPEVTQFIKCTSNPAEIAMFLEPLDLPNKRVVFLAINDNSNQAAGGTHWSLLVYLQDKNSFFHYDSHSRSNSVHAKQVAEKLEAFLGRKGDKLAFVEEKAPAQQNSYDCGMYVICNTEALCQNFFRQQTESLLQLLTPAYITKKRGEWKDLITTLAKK
# SENP6 block: blocks the human protease SENP6 | Recombinant SENP6 catalytic domain, aminoluciferin luminescence | Q9GZR1 | 330,000 tested, 1.8% active | inhibition, % at 10 µM | AID 2599;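 active = inhibition above about 50% at the single tested dose, limit read from the data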;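 also: plate controls were DMSO wells with enzyme for no effect and DMSO wells lacking enzyme for full effect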
# Target sequence (Q9GZR1 628-1112 limits assumed): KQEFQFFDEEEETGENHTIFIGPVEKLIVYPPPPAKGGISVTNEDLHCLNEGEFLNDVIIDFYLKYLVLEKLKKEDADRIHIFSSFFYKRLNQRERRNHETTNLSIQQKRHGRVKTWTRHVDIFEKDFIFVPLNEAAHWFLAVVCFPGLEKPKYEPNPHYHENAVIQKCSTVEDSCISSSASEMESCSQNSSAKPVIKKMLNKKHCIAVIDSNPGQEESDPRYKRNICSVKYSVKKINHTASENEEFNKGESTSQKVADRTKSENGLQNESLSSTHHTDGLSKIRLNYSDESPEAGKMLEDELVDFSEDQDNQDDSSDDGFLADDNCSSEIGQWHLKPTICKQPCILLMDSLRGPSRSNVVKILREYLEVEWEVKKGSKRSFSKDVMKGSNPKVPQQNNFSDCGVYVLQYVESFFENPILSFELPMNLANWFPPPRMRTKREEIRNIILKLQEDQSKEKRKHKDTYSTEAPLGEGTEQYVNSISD
# SENP1 inh: SENP1 (human) catalytic domain inhibition. Q9P0U3. recombinant SENP1 catalytic domain, CyPet-SUMO1-YPet FRET cleavage. inhibition, % at 10 µM. 360,000 tested, 0.21% active;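 active = inhibition at least 30% at 10 µM, raw YFP signal under a set limit, fluorescence ratio 0.5 to 1.5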;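 also: 0% = enzyme with DMSO and 100% = no enzyme wells; some results filed as inactive read as strong as hits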
#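 Assay system – human recombinant His6-tagged SENP1 catalytic domain enzyme · Input – SENP1 enzyme, 20 pM final · Buffer or medium – Tris pH 8 buffer plus EDTA, NaCl, BME, BSA, NP40, catalase · Schedule – 50 min reaction at room temperature · Technique – FRET read of cyan and yellow fluorescence · Control set – no-enzyme wells low, DMSO-plus-enzyme wells high control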
# UBC13 polyUb: inhibitors of human UBC13 polyubiquitin chain formation; 330,000 tested, 0.47% active; inhibition, % at 20 µM; TR-FRET; AID 485273; P61088; in the data active = inhibition above about 45%, passing the limit was not always enough
# SENP8 block-2: inhibitors of human SENP8 protease | recombinant SENP8, Nedd8 substrate fluorescence | inhibition, % at 20 µM | 360,000 tested, 0.64% active | AID 602440; in the data active = inhibition mostly above about 40%, no sharp cut-off; inactive = mostly below about 27%
# SENP7 block: blocks the human protease SENP7; inhibition, % at 5 µM; AID 434973; recombinant SENP7, Z-RLRGG-aminoluciferin luminescence, 40 min; Q9BQF6; 330,000 tested, 1.5% active;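 active = inhibition above about 50% at the single test dose, limit read from the data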;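 also: plate controls were DMSO with enzyme for no effect and no enzyme buffer wells for full effect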
# Target sequence (Q9BQF6 706-1050 limits assumed): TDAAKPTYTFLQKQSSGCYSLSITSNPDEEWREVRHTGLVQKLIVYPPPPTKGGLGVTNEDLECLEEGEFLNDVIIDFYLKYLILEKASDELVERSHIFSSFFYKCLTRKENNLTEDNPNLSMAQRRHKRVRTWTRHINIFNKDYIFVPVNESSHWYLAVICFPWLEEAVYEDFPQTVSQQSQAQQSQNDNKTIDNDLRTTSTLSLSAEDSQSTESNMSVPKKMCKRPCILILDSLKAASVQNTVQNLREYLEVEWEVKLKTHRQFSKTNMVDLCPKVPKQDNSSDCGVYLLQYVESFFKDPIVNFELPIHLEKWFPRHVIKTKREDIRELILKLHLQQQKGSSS
# * = called active by the depositor; · = not tested or not shown.
# Sample of the layout:
SMILES,HKDC1 inhibitor,beta cell repl,PfG6PD inh,SENP8 block-1,SENP6 block,SENP1 inh,UBC13 polyUb,SENP8 block-2,SENP7 block
Nc1cc(OCC(F)(F)F)cc(OCC(F)(F)F)c1,2,-1,18,-9,-3,0,-5,8,-8
CCCCN(CC)CCNC(=O)C1c2cc(OC)c(OC)cc2C(=O)N2CCc3ccccc3C12 (stereo not drawn),4,2,5,-6,10,3,2,2,0
Cc1cc(C)nc(SCC(=O)OC(C)C(=O)Nc2ccccc2)n1 (stereo not drawn),-3,-2,17,6,0,3,-1,7,8
O=C(Cc1ccsc1)Nc1ccc2c(c1)OCO2,-5,-2,2,-3,7,1,6,5,2
CC(=O)N1c2ccc(S(=O)(=O)N3CCC(C(=O)NC4CCCCC4)CC3)cc2CC1C (stereo not drawn),-3,-1,-2,-5,1,1,1,4,-2

# The list itself (from the top)
SMILES,HKDC1 inhibitor,beta cell repl,PfG6PD inh,SENP8 block-1,SENP6 block,SENP1 inh,UBC13 polyUb,SENP8 block-2,SENP7 block
Nc1cc(OCC(F)(F)F)cc(OCC(F)(F)F)c1,2,-1,18,-9,-3,0,-5,8,-8
CCCCN(CC)CCNC(=O)C1c2cc(OC)c(OC)cc2C(=O)N2CCc3ccccc3C12 (stereo not drawn),4,2,5,-6,10,3,2,2,0
Cc1cc(C)nc(SCC(=O)OC(C)C(=O)Nc2ccccc2)n1 (stereo not drawn),-3,-2,17,6,0,3,-1,7,8
O=C(Cc1ccsc1)Nc1ccc2c(c1)OCO2,-5,-2,2,-3,7,1,6,5,2
CC(=O)N1c2ccc(S(=O)(=O)N3CCC(C(=O)NC4CCCCC4)CC3)cc2CC1C (stereo not drawn),-3,-1,-2,-5,1,1,1,4,-2
Cc1cc(C)nc(SCc2cc(=O)c(OC(=O)c3ccc(Cl)c([N+](=O)[O-])c3)co2)n1,13,-3,-7,-7,-14,2,13,-2,2
COCCCN(C(=O)c1cccnc1SC)c1c(N)n(Cc2ccccc2)c(=O)[nH]c1=O,-4,-1,-4,-5,-6,-4,4,5,5
Cc1cccc(S(=O)(=O)Nc2nc3ccccc3nc2NCC2CCCO2)c1 (stereo not drawn),0,-2,-23,1,-2,0,21,-448,7
O=S(OCCN1CCCC1)C(c1ccccc1)c1ccccc1 (stereo not drawn),-9,·,4,·,·,-5,·,8,·
COc1ccc(C(=O)NCCCN=C2NS(=O)(=O)c3ccccc32)cc1,-6,0,4,1,5,1,-3,9,-4
O=C(NCCCc1ccccc1)C(=O)c1c[nH]c2ccccc12,-1,0,19,1,-3,3,7,9,7
C=CCNC(=S)NNC(=O)c1cc(O)ccc1O,-10,-5,-15,-8,7,1,2,-122,3
COc1ccc2c(c1)c(CC(=O)OCC(=O)O)c(C)n2C(=O)c1ccc(Cl)cc1,-2,-4,-22,-1,0,3,-6,4,3
COc1ccccc1N1CCN(C(=O)c2cc3c(s2)CCC3)CC1,12,-4,-6,7,-2,-8,-2,-19,-1
Cc1cccc(N(CC(N)=O)C2SC(=O)N(c3ccccc3)C2=O)c1 (stereo not drawn),-3,-4,5,-4,5,1,4,17,-8
Oc1ccc(Nc2nc(-c3ccc4ccccc4c3)cs2)cc1,·,-5,·,24,24,2,19,-110,6
NC(=O)c1ccc(C(=O)c2ccc([N+](=O)[O-])cc2)cc1,-6,0,-1,6,1,0,0,20,6
CC(=O)Nc1ccc(NS(=O)(=O)c2ccc(Cl)s2)cc1,-4,-1,-4,5,-8,0,-4,6,-1
O=C(CCCn1c(=O)oc2ccccc21)NC1CCCCCC1,·,-2,·,0,-2,·,-1,·,8
Oc1ccccc1Nc1ncnc2c1oc1ccccc12,-2,-2,-10,2,-21,0,6,-58,-4
CCOC(=O)C1CCCN(S(=O)(=O)c2ccc3c(c2)N(C)C(=O)CC(=O)N3C)C1 (stereo not drawn),-2,-1,-13,1,11,-1,-1,18,-1
CCn1cc(/C=C(\NC(=O)c2ccccc2)C(=O)N2CCOCC2)c2ccccc21,-5,-3,8,9,9,-4,-4,1,2
COc1ccc(CNC(=O)NCc2ccc(OC)c(OC)c2)cc1OC,-2,3,-1,-9,0,-1,3,20,-7
CC(C)N1CCc2c(sc(NC(=O)Cc3ccccc3)c2C(N)=O)C1,3,8,-6,-9,-22,-28,-3,-68,13
NC(=O)c1ccsc1NC(=O)COC(=O)C1=NNC(=O)CC1,-9,2,3,1,9,2,-1,10,3
COc1ccc2oc(C)c(C(=O)NN)c2c1,8,-2,16,-1,3,1,2,10,-7
Cc1ccc(-c2nc(S(=O)(=O)c3ccc(C)cc3)c(N(C)C)o2)cc1,-1,2,6,7,6,3,-4,-9,3
COC(=O)C1=C(C)NC(=S)N(C(C)=O)C1c1ccc(OC)c(OC)c1 (stereo not drawn),-10,0,5,5,11,0,7,2,-2
CC(C)(C)c1ccc(-c2c(C(=O)O)c(C(=O)O)c3n2CSC3)cc1,3,-1,-15,-1,19,1,-8,10,7
COc1ccc(CNC(=O)c2cccc(S(=O)(=O)N3CCN(C)CC3)c2)cc1,-8,-1,-16,-11,-13,2,4,15,1
Cc1csc(SCC(=O)N(C)C2CCS(=O)(=O)C2)n1 (stereo not drawn),-7,1,1,-3,-9,2,3,0,-20
C=CCSc1nc2sc(C)c(C)c2c(=O)n1CC=C,2,-4,24,-4,24,3,7,18,6
CN(c1ccc(C(=O)Nc2cccc(O)c2)cc1)S(=O)(=O)c1ccccc1,2,3,59*,1,-7,2,0,7,5
CCCn1nnnc1NCc1c(Cl)cccc1Cl,-1,-1,0,1,13,1,6,5,1
C#CCOc1ccc(OC)cc1C(c1c(C)[nH][nH]c1=O)c1c(C)[nH][nH]c1=O,2,-3,3,-1,-1,3,-18,26,2
O=C(Cc1ccc(-n2c(=S)[nH]c3ccccc3c2=O)cc1)N1CCC(N2CCCCC2)CC1,11,-1,5,-1,-1,-2,14,18,3
CN(C(=O)COC(=O)COc1ccc2ccccc2c1)c1c(N)n(Cc2ccccc2)c(=O)[nH]c1=O,4,-2,-2,-12,-5,0,-2,6,6
COCCCNC(=O)c1cccn2c(=O)c3cc4ccccc4cc3nc12,15,-4,-73,85*,82*,25,-84,-94,30
Cc1cc(O)c2c(c1O)C(=O)[C@]13C(=C2O)C(=O)[C@@H]2[C@@H](O)[C@H]1[C@@H]1[C@H](O)[C@H]3C(=O)C3=C(O)c4c(O)cc(C)c(O)c4C(=O)[C@]312,24,-6,16,35,40,-85,-276,20*,9
O=C(OCC#CCSc1nnc(-c2cccc3ccccc23)o1)c1ccc(F)cc1,-1,-5,16,-1,0,-2,24,-67,9
CC(C)CN(C(=O)COC(=O)c1cc2c(s1)CCC2)C1CCS(=O)(=O)C1 (stereo not drawn),9,-1,9,-2,-26,-54,-1,-210,2
Cc1ccc2nc(CSc3nnc(Nc4ccccc4F)s3)cc(=O)n2c1,4,0,20,-8,-12,-4,-4,-88,1
COC(=O)CN1C(=O)C2(OCCCO2)c2cc(Br)ccc21,6,1,2,6,-16,1,9,14,4
COc1ccc(S(=O)(=O)n2ccc(-c3ccc(OCCN(C)c4ccccn4)cc3)n2)cc1,4,0,4,1,0,0,4,3,-7
COc1ccc(OCC(O)CN2CCN(c3ccc(OC)cc3)CC2)cc1 (stereo not drawn),0,8,-4,-3,-17,2,6,6,4
CSc1nnc(C(C)(C)C)c(=O)n1/N=C/c1ccccc1,-1,-3,4,9,10,-1,-6,-6,-1
O=c1oc2ccccc2c(Nc2ccccc2)c1CN1CCCCC1,-1,-5,0,-9,-20,-2,0,13,-1
CCCCCOc1ccc(NC(=O)CSc2cccc3cccnc23)cc1,-5,-3,26,-1,1,2,5,-236,-1
Cc1noc(NS(=O)(=O)c2ccc(N/C=C\C(=O)c3cccs3)cc2)c1C,0,-5,-33,-3,16,-68,-20,-63,-15
COc1ccc(OCC(O)CN2CCNCC2)cc1 (stereo not drawn),6,-3,-13,2,-3,2,1,11,-3
# Next structures follow.
SMILES,HKDC1 inhibitor,beta cell repl,PfG6PD inh,SENP8 block-1,SENP6 block,SENP1 inh,UBC13 polyUb,SENP8 block-2,SENP7 block
COC(=O)NC1c2ccccc2Oc2ccccc21,-1,-1,-9,-2,-7,0,-4,9,-11
CNc1nc(N)c([N+](=O)[O-])c(Nc2cccc(F)c2)n1,2,2,6,3,-19,1,-6,16,2
CCOC(=O)C1(CCOc2ccccc2)CCN(Cc2ccc(O)cc2)CC1,-7,-1,-19,-5,-16,0,-3,7,-16
Cc1ccc2c(CC(=O)NC3CCCc4ccccc43)coc2c1 (stereo not drawn),-3,0,-6,-5,3,-1,6,13,1
O=C(N/N=C/c1cccnc1)c1ccc2ccccc2c1O,17,-1,-15,-3,5,-1,-14,-229,-2
CCOc1ccc(OCCn2c(=S)[nH]c3ccccc32)cc1,3,-2,47,2,8,2,2,18,-1
Cn1c(=S)[nH]c2sc3c(c2c1=O)CCC(C(C)(C)C)C3 (stereo not drawn),·,-5,·,-14,-6,0,3,8,-1
CCOc1ccc(N2C(=O)CC(N(CCc3ccc(OC)cc3)C(=O)/C=C/C(=O)O)C2=O)cc1 (stereo not drawn),-2,0,-15,-9,-28,0,1,-1,-3
Cc1cccc(NC(=O)CN2CCN(CC(=O)NCc3ccc(Cl)cc3Cl)CC2)c1C,1,0,-1,-1,7,2,22,7,-7
NC(=O)c1ccsc1NC(=O)COC(=O)Cc1ccsc1,-2,4,6,-3,-6,-1,6,-3,-2
c1ccc(Nc2ccccc2Nc2ccccn2)nc1,10,1,-17,4,16,-4,-10,-1,22
C/C(=N\NC(=S)NC1CCCCC1)c1ccc(O)cc1,-1,-1,16,3,-18,1,-6,11,-9
O=C(CCNC(=O)C1CCN(S(=O)(=O)c2ccccc2)CC1)NCc1ccncc1,-7,-3,2,-4,1,2,9,8,4
O=C(Nc1ccc(NC(=O)c2cccs2)cc1)c1cccs1,-1,-1,-2,-15,-22,0,5,1,26
CN(NC(=O)C1CC(=O)N(c2ccccc2)C1)C1=NS(=O)(=O)c2ccccc21 (stereo not drawn),7,-2,-16,-4,1,0,-1,10,3
O=C(c1ccc(Sc2ccccc2)c([N+](=O)[O-])c1)N1CCOCC1,-2,4,-14,7,-8,0,-3,20,11
CCOC(=O)c1c(-c2ccccc2)cn2ccccc12,0,-1,16,5,0,-3,13,-417,7
COCCCNC(=O)CN1C(=O)/C(=C\c2ccc(C)cc2)Sc2ccccc21,2,0,6,-3,-15,2,12,14,-9
Cc1ccc(NC(=O)CSCC(=O)Nc2ncc3c(n2)CC(c2ccco2)CC3=O)cc1 (stereo not drawn),-1,-3,34,-3,-4,4,7,12,-6
CCOC(=O)N1CCN(c2ncnc3c2oc2nc(C(C)C)c4c(c23)CCC4)CC1,5,4,-1,-7,12,2,10,-233,0
COc1ccc2nc(SCC(=O)NCC(F)(F)F)[nH]c2c1,-2,-2,3,4,8,4,-6,22,5
COc1ccc(OCC(O)CNS(=O)(=O)c2cccs2)cc1 (stereo not drawn),3,-3,-3,1,-40,1,6,4,5
COCCNC(=O)/C(C#N)=C/c1ccc(OCc2ccc(F)cc2)cc1,6,-2,-6,-2,-4,-37,7,-40,8

# Source: PubChem BioAssay
